Eya2 inh = blocks the phosphatase activity of human Eya2; recombinant Eya2, OMFP fluorescence dephosphorylation (OMFP is methylfluorescein phosphate); Potency, µM (top dose mostly 76.9 µM), for inactives: at the top dose activity, negative = inhibition, most hits filed as inhibitors; actives 0.006% (n = 330,000); AID 488837; note: potency is the fitted concentration of half-maximal effect; % is set by controls: 0 for no effect and ±100 for the full control effect
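Eya2 (0.2 uM) preincubated 10 min at ambient with compound, then OMFP substrate added at 50 uM; 10 min reaction in 50 mM HEPES pH 7.5, 50 mM NaCl, 5 uM MgCl2, 0.05% BSA, 1 mM DTT. Fluorescence read at Ex 485/Em 525 nm.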
B2AR arrestin = recruits beta-arrestin to the human beta2-adrenergic receptor. P07550. beta-arrestin recruitment to beta2AR, cell-based reporter. actives 0.02% (n = 330,000). Potency, µM (highest dose often 46.1 µM), for the others: at the top dose activation, hits mostly activators;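 note: potency is the fitted concentration of half-maximal effect; 0% = DMSO controls and full agonism = EC100 isoproterenol or metaproterenol; nearly all actives have a fitted effect of over 65% in size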
USP2a inh = inhibitors of human ubiquitin-specific protease USP2a. O75604. USP2 core, Ub-CHOP2 coupled fluorogenic reporter, 485/531. Potency, µM (highest dose often 38.3 µM), inactives show at the top dose activity change, negative = inhibition, hits mostly inhibitors. actives 0.01% (n = 330,000). AID 463254;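 note: potency is the fitted concentration of half-maximal effect; plate controls were DMSO wells for no effect and full inhibition by NEM control for full effect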
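Deubiquitinase activity read as fluorescence (485/531 nm) after Ub-CHOP2 cleavage activates the enterokinase reporter on its substrate; USP2 core 10nM, Ub-CHOP2 and substrate 25nM each, 30min compound preincubation then 60min RT; data normalized to NEM, curves fitted.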
BRCA1 expr up = BRCA1 expression activation. MCF7-BRCA1-FFLuc reporter, luminescence, 48 h; response scale: scaled: vehicle 0%, 10 µM genistein 100%. Potency, µM (series often up to 46.1 µM), without a hit: at the highest dose activation, hits mostly activators. actives 1.1% (n = 380,000); note: potency is the fitted concentration of half-maximal effect; nearly all actives have a fitted effect of over 80% in size; some results filed as inactive show a strong effect at the top dose
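Compounds are tested at multiple concentrations on MCF7 BRCA1-luciferase reporter cells seeded at 2000 per well; after 48 h, a single luminescence end-point is taken and curves fitted to the normalized data.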
p53 reactivation = restores transcriptional activity of mutant p53. actives 0.063% (n = 320,000). H1299 p53-A138V BP100-luciferase reporter, luminescence, 24 h. AID 504706. Potency, µM (doses to about 92.2 µM), without a hit: top-dose activity change, positive = activation, most hits filed as activators; note: potency is the fitted concentration of half-maximal effect; % of control where 0% means no effect; nearly all actives have a fitted effect of over 45% in size
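H1299 (p53-null), stable ts p53-A138V + BP100-Luc; 1000 cells/well, Opti-MEM/10% FBS; cpd 4 pt, 1:5; 24 h, 37 deg C, 5% CO2; detection reagent 10 min RT; luminescence.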
ASM inhibitor = inhibitors of human secretory acid sphingomyelinase; P17405; Potency, µM (top dose mostly 57.5 µM), for the others: at the top dose activity change, negative = inhibition, actives largely listed as inhibitors; placental ASM, HMU-PC fluorogenic substrate, 60 min; actives 0.006% (n = 340,000); note: potency is the fitted concentration of half-maximal effect
Target sequence (P17405 47-631 limits assumed): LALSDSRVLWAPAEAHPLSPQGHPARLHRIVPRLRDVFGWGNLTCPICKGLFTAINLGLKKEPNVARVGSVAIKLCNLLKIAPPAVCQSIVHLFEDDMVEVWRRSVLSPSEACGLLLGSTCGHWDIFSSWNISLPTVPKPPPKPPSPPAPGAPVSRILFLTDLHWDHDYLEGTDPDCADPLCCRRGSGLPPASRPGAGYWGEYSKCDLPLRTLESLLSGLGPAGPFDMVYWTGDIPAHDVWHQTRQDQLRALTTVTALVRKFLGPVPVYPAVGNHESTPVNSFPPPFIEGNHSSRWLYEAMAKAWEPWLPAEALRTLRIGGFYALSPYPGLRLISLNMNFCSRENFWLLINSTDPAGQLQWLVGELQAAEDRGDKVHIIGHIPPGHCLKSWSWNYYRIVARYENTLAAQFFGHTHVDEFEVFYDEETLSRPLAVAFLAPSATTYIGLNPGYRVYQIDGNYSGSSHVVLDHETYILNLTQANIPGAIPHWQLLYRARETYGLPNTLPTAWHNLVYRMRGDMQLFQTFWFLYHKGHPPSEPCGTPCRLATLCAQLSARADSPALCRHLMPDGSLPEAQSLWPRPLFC
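Fluorescence read-out (Ex 386 nm, Em 447 nm) after stopping the reaction at pH 10. Enzyme: ASM from human placenta; substrate HMU-PC0, 9 uM final; 60 min, 37 °C. Compound preincubation 10 min, ambient temperature.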
ELG1 genotox = inducers of genotoxicity in HEK293T ELG1-luciferase cells | HEK293T ELG1-luciferase reporter, luminescence, 16 h | Potency, µM (titrated, usually from 46 µM), for the others: top-dose activity change, positive = activation, usual class: activators | actives 1.3% (n = 330,000) | AID 504466; note: potency is the fitted concentration of half-maximal effect; % of control where 0% means no effect; nearly all actives have a fitted effect of over 60% in size
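Genotoxic stress is detected as increased luminescence from luciferase-tagged ELG1 in HEK293T cells, measured with ONE-Glo after a 16 hr treatment at 37 °C.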
a7 integrin act = activators of alpha7 integrin expression for muscular dystrophy; alpha7betagal myoblasts, beta-gal FDG fluorescence, 48 h; Potency, µM (series often up to 38.3 µM), for inactives: top-dose activation, hits mostly activators; actives 0.064% (n = 350,000);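 note: potency is the fitted concentration of half-maximal effect; 100% = response of the positive control SU9516; nearly all actives have a fitted effect of over 60% in size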
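Alpha7betagal+/- myoblasts (passage 13) were plated 16-24 hr, then exposed to compounds (1:260 dilution of DMSO stock) for 48 hours at 37C. After MPER lysis, β-galactosidase reporter activity was read as FDG fluorescence (ex 480/em 540) after 30 minutes.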
TRPV1 agonist = activates the human vanilloid receptor TRPV1; Q8NER1; actives 0.19% (n = 320,000); TRPV1-expressing cells, Fluo-8 calcium influx, agonist mode; activation, % at 8.33 µM; in the data active = activation above about 80%; inconclusive = between about 30% and that limit; note: 0% is about no effect
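Fluo-8 calcium influx in TRPV1-expressing cells, kinetic read (ex 480/em 520 nm). Compound added and read 3 min for agonist activity, followed by capsaicin at EC20 final and 2 min further read for enhancement.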
TSG101-PTAP inh = blocks PTAP/TSG101 interaction to inhibit HIV-1 budding. Potency, µM (series often up to 115 µM), for inactives: top-dose activity change, negative = inhibition, actives largely listed as inhibitors. Q99816. 340,000 tested, under 10 active. Fluorescence polarization, FITC-PTAP peptide / Tsg101 binding; active = well fitted inhibition curve with a large enough effect in the main read-out, with a control signal flat, not every such curve was filed as active; inconclusive = small, poorly fitted or top-dose-only effect, or effect the other way, or a change in a side signal; inactive = no such curve, though single readings can be large or run the other way; note: potency is the fitted concentration of half-maximal effect; % of control where 0% means no effect
Target sequence (Q99816 whole entry, looked up): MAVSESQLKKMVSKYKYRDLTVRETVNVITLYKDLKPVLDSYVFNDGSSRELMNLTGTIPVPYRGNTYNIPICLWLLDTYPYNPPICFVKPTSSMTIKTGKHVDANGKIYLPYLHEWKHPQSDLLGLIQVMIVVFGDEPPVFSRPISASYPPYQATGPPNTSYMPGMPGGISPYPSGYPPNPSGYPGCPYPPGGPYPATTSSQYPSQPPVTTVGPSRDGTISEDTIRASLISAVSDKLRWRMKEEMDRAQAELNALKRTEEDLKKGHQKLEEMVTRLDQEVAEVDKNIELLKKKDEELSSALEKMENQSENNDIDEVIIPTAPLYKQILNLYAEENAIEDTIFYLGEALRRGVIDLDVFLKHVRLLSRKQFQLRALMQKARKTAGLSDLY
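Steps: Tsg101 binding domain dispensed (10 uM final), compounds pinned in DMSO, FITC-labeled PTAP-motif peptide added (50 nM final); after 20 min binding at room temperature, polarization measured.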
uPA surface inh = inhibitors of cell surface uPA generation | actives 0.31% (n = 330,000) | cell surface uPA generation assay, qHTS | Potency, µM (titrated, usually from 38.3 µM), without a hit: at the highest dose activity change, negative = inhibition, actives largely listed as inhibitors; active = well fitted inhibition curve with a large enough effect; inconclusive = small, poorly fitted or top-dose-only effect; inactive = no such curve, though single readings can be large or run the other way; tested in mouse RAW 264.7 cells; note: potency is the fitted concentration of half-maximal effect; % is set by controls: 0 for no effect and ±100 for the full control effect; nearly all actives have a fitted effect of over 55% in size
The depositor's hits bear a star; ? = inconclusive; · = not tested or not shown; [ ] = dose if it differs, or a comment. Unless noted, calls come from the whole dose curve; as a rule, active = well fitted curve in the direction sought with a large enough effect; inconclusive = small, poorly fitted or top-dose-only effect, or another doubt; inactive = no such curve, though single readings can be large; an effect the other way counts as inactive or inconclusive. The order is random, and some 2.6% of all compounds hit somewhere here.

Every second line gives: Eya2 inh, B2AR arrestin, USP2a inh, BRCA1 expr up, p53 reactivation, ASM inhibitor, ELG1 genotox, a7 integrin act, TRPV1 agonist, TSG101-PTAP inh, uPA surface inh
O=S(=O)(/N=C(/Nc1ccccn1)c1ccccc1)c1ccc(F)cc1
  -8%, -0.3%, 0%, 4%, 8%, -1%, 1%, -9%, 2, 0%, -1%
O=C(CSc1nnc(-c2ccccc2F)n1CCc1ccccc1)Nc1ccc2[nH]c(=O)[nH]c2c1
  8%, 0.0%, 1%, -12%, 0%, -5%, 4%, 27%, 13, 0%, 4%
Cc1ncc(S(=O)(=O)c2ccc(Cl)cc2)c(-c2ccccc2)n1
  10%, 0.2%, 0%, 10%, -6%, 3%, 1%, -1%, 1, -3%, -6%
COc1ccc(Nc2nc(NN)nc(Nc3ccc(OC)cc3)n2)cc1
  6%, 0.3%, -3%, -15%, ·, -7%, -9%, 12%, ?, 0%, 2%
CCC(COC(C)=O)Nc1nc2c([nH]1)c(=O)n(C)c(=O)n2C (stereo not given)
  -17%, -0.1%, 0%, 10%, -2%, 1%, 0%, -18%, 0, -3%, 4%
Cc1ccc(C)c2c3c([nH]c12)-c1nonc1CC3
  -17%, 0.0%, 2%, -26%, 5%, -12%, 1%, 22%, -1, -1%, 11%
Cc1ccc(NC(=O)CN(C)C(=O)Cn2nnc(-c3ccccc3C)n2)cc1
  2%, 0.0%, 3%, -21%, -5%, -5%, 3%, 16%, ·, 0%, 17%
C(=C\c1cc(/C=C/c2ccccc2)ncn1)/c1ccccc1
  3%, -0.3%, 0%, 42%, 13%, 71%[activator], ?, 3%, 25, -1%, 3%
O=C(NC1CCCCCC1)c1cccnc1Sc1ccc(Cl)cc1
  -13%, -0.7%, 2%, -11%, -7%, 2%, 0%, -14%, 8, 1%, -1%
Cc1ccc(CNC(=O)c2ccc(Cn3cc(-c4ccc(C)cc4)nc3-c3ccncc3)cc2)cc1
  -15%, 3.6%, 0%, 49%, ·, -3%, ?, -6%, 4, 0%, -18%

Later entries.
Every second line gives: Eya2 inh, B2AR arrestin, USP2a inh, BRCA1 expr up, p53 reactivation, ASM inhibitor, ELG1 genotox, a7 integrin act, TRPV1 agonist, TSG101-PTAP inh, uPA surface inh
CCCCC1(C)NC(=O)N(CC(=O)N2CCc3ccccc32)C1=O (stereo not given)
  -35%, -0.3%, 0%, -4%, -6%, -3%, 0%, -21%, ·, -6%, -14%
Cc1nn(-c2ccccc2Cl)c(Cl)c1/C=C(\C#N)C(N)=O
  -17%, 0.3%, 2%, -14%, -2%, -1%, 1%, -40%, 9, -3%, ?
CCOC(=O)c1c(NC(=O)C(=O)N/N=C/c2ccccc2OC)sc2c1CCCCC2
  -6%, -0.3%, 4%, -43%, 6%, ·, 4%, 0%, -2, -1%, 0%
COc1ccccc1CNC(=O)c1[nH]c(C)c(C(C)=O)c1C
  -6%, -0.1%, 1%, -36%, 3%, -2%, -1%, -21%, 1, 1%, 0%
COCc1nnc(NC(=O)c2ccccc2Oc2ccccc2)s1
  ?, -0.2%, 11%, 0%, 1%, -3%, 1%, 17%, 8, 0%, -2%
COCCNC(=O)CCC1CCN(Cc2ccc(-c3ccccc3)cc2)CC1
  -18%, 0.0%, 0%, 6%, 6%, -2%, -1%, -36%, -1, 1%, -3%
CCCCn1nc(NS(=O)(=O)c2cccc3nonc23)c2cc3cccc(C)c3nc21
  8%, -0.4%, -8%, 8%, 9%, 0%, -2%, 7%, 0, 0%, -1%
O=C(CSc1nnc(-c2ccccc2O)n1Cc1ccccc1)NNC(=O)c1ccccc1O
  0%, 0.0%, -1%, -61%, -1%, -1%, 0%, 0%, -3, 1%, -2%
C=CCSc1nsc(NC(=O)Nc2cccc(C(C)=O)c2)n1
  -1%, -0.4%, -2%, 36%, 0%, ?, -15%, -36%, ?, -2%, 18%
Cc1ccc2[nH]c(=O)c3cc(C(=O)N(C)c4ccccc4C)sc3c2c1
  -19%, -1.2%, 0%, -63%, -1%, 6%, 2%, ?, 23, 0%, 2%

Record cards, from the list above. Order of screens: Eya2 inh	B2AR arrestin	USP2a inh	BRCA1 expr up	p53 reactivation	ASM inhibitor	ELG1 genotox	a7 integrin act	TRPV1 agonist	TSG101-PTAP inh	uPA surface inh
COc1ccccc1CNC(=O)c1[nH]c(C)c(C(C)=O)c1C reads -6%	-0.1%	1%	-36%	3%	-2%	-1%	-21%	1	1%	0%
Cc1nn(-c2ccccc2Cl)c(Cl)c1/C=C(\C#N)C(N)=O reads -17%	0.3%	2%	-14%	-2%	-1%	1%	-40%	9	-3%	?

Remaining list, next part
Every second line gives: Eya2 inh, B2AR arrestin, USP2a inh, BRCA1 expr up, p53 reactivation, ASM inhibitor, ELG1 genotox, a7 integrin act, TRPV1 agonist, TSG101-PTAP inh, uPA surface inh
Cc1cn(C2OC(COC(=O)c3ccccc3)C(OC(=O)c3ccccc3)C2OC(=O)c2ccccc2)c(=O)[nH]c1=O (stereo not given)
  -5%, -0.1%, -8%, -32%, -11%, 0%, -3%, -18%, 0, -7%, 1%
CCOC(=O)C1CCN(C(=O)CCS(=O)(=O)Cc2ccccc2)CC1
  1%, -0.5%, 0%, -16%, -2%, 6%, 0%, -18%, -1, 0%, -4%
CC(=O)c1ccc(NC(=S)Nc2ccc3[nH]c(=O)[nH]c3c2)cc1
  5%, -0.1%, 2%, 22%, -2%, -1%, -4%, -1%, -2, 0%, -1%
Cc1ccc(-c2cc(C(=O)O)c3sc(N4CCCCC4)nc3n2)cc1
  1%, -1.1%, -15%, -11%, 13%, ·, 9%, 14%, -2, 0%, -3%
Cc1cc(=O)n2[nH]c(NCc3ccccc3F)nc2n1
  0%, -0.1%, 0%, 12%, 2%, 6%, 0%, 26%, 0, -2%, 0%
COc1cccc(C2(O)CCN(C(=O)C(C)C)CC2)c1
  -2%, 0.0%, -12%, 5%, 1%, 4%, 1%, 13%, 1, 0%, 8%
CC(c1nccs1)N(C)C(=O)c1ccc(OC2CCN(CCc3ccccc3)CC2)cc1 (stereo not given)
  2%, -0.3%, 1%, -22%, 12%, 4%, -7%, -41%, 1, -2%, -16%
Cc1ccc(C(=O)N2CCN(Cc3nc4sc5c(c4c(=O)[nH]3)CCCC5)CC2)cc1
  -4%, 1.1%, 2%, 2%, -1%, -3%, -4%, 24%, -1, -3%, -3%
COc1ccc(N2CCN(C(=O)c3cc(=O)[nH]c4ccccc34)CC2)cc1
  -1%, 0.0%, 3%, -26%, -2%, -3%, 0%, -13%, 0, -2%, -2%
CCN(CC)CCNS(=O)(=O)c1ccc2c3c(cccc13)C(=O)N2
  -10%, 6.6%, -1%, -7%, -36%[inhibitor], 98%[activator], -9%, 1%, 2, 0%, -5%

Remaining list, next part.
Every second line gives: Eya2 inh, B2AR arrestin, USP2a inh, BRCA1 expr up, p53 reactivation, ASM inhibitor, ELG1 genotox, a7 integrin act, TRPV1 agonist, TSG101-PTAP inh, uPA surface inh
CC(C)[C@H]1COCCS(=O)(=O)N1Cc1cccc(Cl)c1
  -4%, -0.3%, 1%, -7%, ·, 2%, 1%, 1%, 0, 0%, 4%
COc1cccc(OC)c1C(=O)N1CCN(C(=O)c2ccc(-c3ccccc3)cc2)CC1
  3%, 0.0%, -2%, -27%, 0%, 1%, -2%, ?, 27, -3%, 2%
Cc1nc(SCC(=O)NC2CCCCC2)[nH]c(=O)c1C
  8%, 0.4%, -9%, 9%, 22%, 2%, 0%, -7%, 3, -7%, 4%
COc1ccc(OC)c(C(c2nnnn2CC2CCCO2)N2CCN(C)CC2)c1 (stereo not given)
  5%, -0.4%, 2%, -18%, 4%, 2%, 7%, -9%, 0, -3%, 9%
Cc1ccc(NC(=O)C(=O)NCCCN2CCOCC2)c(C)c1
  3%, -0.9%, 1%, -3%, 1%, -2%, 0%, ?, 5, -6%, 3%

Retrieved one by one from above, 4 records:
Every second line gives: Eya2 inh, B2AR arrestin, USP2a inh, BRCA1 expr up, p53 reactivation, ASM inhibitor, ELG1 genotox, a7 integrin act, TRPV1 agonist, TSG101-PTAP inh, uPA surface inh
COc1ccc(OC)c(C(c2nnnn2CC2CCCO2)N2CCN(C)CC2)c1 (stereo not given)
  5%, -0.4%, 2%, -18%, 4%, 2%, 7%, -9%, 0, -3%, 9%
COc1cccc(OC)c1C(=O)N1CCN(C(=O)c2ccc(-c3ccccc3)cc2)CC1
  3%, 0.0%, -2%, -27%, 0%, 1%, -2%, ?, 27, -3%, 2%
Cc1ccc(NC(=O)C(=O)NCCCN2CCOCC2)c(C)c1
  3%, -0.9%, 1%, -3%, 1%, -2%, 0%, ?, 5, -6%, 3%
Cc1nc(SCC(=O)NC2CCCCC2)[nH]c(=O)c1C
  8%, 0.4%, -9%, 9%, 22%, 2%, 0%, -7%, 3, -7%, 4%

Bioassay records as filed in PubChem.
